High-throughput results deposited in PubChem by Icahn School of Medicine at Mount Sinai.
ROC1-CUL1 inh – inhibitors of human ROC1-CUL1 ubiquitin ligase activity | P62877+Q13616 | in vitro K48 di-Ub FRET, acceptor:donor ratio, 45 min | inhibition, % at 10 µM | 140,000 tested, 0.6% active; in the data active = inhibition above about 25%
Target sequence (P62877 whole entry, looked up): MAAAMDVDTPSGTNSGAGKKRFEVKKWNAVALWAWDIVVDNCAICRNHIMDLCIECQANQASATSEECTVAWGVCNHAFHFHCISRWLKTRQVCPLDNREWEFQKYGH
Target sequence (Q13616 whole entry, looked up): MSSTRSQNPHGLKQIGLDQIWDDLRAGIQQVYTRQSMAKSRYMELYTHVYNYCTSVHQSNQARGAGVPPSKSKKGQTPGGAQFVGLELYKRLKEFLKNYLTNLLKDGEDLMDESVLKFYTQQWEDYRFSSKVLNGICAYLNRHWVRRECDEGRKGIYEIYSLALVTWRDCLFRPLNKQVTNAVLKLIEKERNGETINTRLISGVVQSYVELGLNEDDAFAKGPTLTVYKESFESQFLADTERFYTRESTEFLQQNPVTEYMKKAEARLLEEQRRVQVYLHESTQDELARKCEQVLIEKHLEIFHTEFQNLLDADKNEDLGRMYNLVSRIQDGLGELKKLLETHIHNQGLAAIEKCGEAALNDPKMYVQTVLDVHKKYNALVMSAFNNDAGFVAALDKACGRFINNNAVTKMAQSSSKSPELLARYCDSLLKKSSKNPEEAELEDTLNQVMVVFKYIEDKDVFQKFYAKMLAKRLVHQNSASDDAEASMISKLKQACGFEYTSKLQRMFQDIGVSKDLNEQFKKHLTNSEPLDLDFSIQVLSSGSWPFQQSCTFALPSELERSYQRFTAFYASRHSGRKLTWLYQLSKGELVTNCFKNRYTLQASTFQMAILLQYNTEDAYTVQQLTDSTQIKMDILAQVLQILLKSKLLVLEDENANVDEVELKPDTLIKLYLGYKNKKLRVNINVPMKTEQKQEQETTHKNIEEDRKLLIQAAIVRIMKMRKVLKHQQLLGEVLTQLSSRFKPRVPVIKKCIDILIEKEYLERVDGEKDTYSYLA
* marks the source's active call; other numbers are inactive results. An excerpt. The share of hits here may be higher or lower than overall.

SMILES | ROC1-CUL1 inh
COc1ccc(C(=O)Nc2ccc(-c3cc4ccccc4oc3=O)c(C)c2)cc1OC | 2.7
CCOC(=O)C1C(C)=NC(=S)NC1c1ccc(OC)c(Cn2nc(C)c([N+](=O)[O-])c2C)c1 (configuration not stated) | -10.2
CC12CN3CC(C)(CN(C1)C3(C)c1ccc(O)cc1)C2=O (configuration not stated) | 5.5
CC(=O)c1c(C)nc2nc(-c3ccncc3)nn2c1C | 13.0
Cc1oc(-c2ccccc2F)nc1CS(=O)(=O)CC(=O)N1CCN(c2ccc(Cl)cc2)CC1 | 7.8
COc1cc(/C=N\NC(=O)c2ccncc2)ccc1OCc1cccc(C(=O)O)c1 | 4.0
O=C(Nc1ccccc1Oc1cccnc1)C1CCCN1CCCC(F)(F)F (configuration not stated) | 4.9
Oc1ccc(-c2ccccc2)cc1N=Nc1ccccc1Cl | 2.5
O=C1CCCN1CC(=O)N1CCCC(CCc2cccc(F)c2)C1 (configuration not stated) | -1.2
COc1ccc(C)cc1NC(=O)N1CCC(CN2CCOCC2)CC1 | 1.4
CC(C)n1nnc(-c2ccccc2)c1-c1ccccc1 | -4.6
COc1cc([N+](=O)[O-])cc2c1NC(c1ccc(Br)cc1)C1CC=CC21 (configuration not stated) | 4.0
Cn1c(-c2ccncc2)nc2cc(C(=O)NCc3ccccc3Cl)cc(NC(=O)C3CCC3)c21 | -0.2
CCN(CC)c1ccc(-c2nc(-c3ccco3)no2)cc1[N+](=O)[O-] | -1.0
CO[C@H]1[C@H](NC(=O)Cc2ccccc2)c2ccccc2C12CCN(C(=O)C1=CCCCC1)CC2 | 1.7
CCOC(=O)CC(NC(=O)CCc1c(C)nc2c(-c3ccccc3)c(C)nn2c1C)c1ccc(OC(C)C)cc1 (configuration not stated) | 6.0
COCC(=O)N1CCC(Oc2ccccc2C(=O)N2CCN(c3ccccn3)CC2)CC1 | 1.6
O=C(NCCc1c[nH]c2ccccc12)c1coc(COc2ccc3c(c2)OCO3)n1 | 3.1
COc1ccc(-c2nc3ccccc3c(=O)o2)cc1OC | -5.4
COc1cc(S(=O)(=O)n2nc(C)cc2C)ccc1Br | -0.6
CCc1nn(-c2cc(Oc3ccc(Cl)cc3)nc(SC)n2)c(N)c1C#N | 11.1
CCN(c1ccc(C)cc1)S(=O)(=O)c1nnc(NC(=O)C2CCCCC2)s1 | -14.0
C=CCN1C(=S)N(c2ccc(C(=O)OCC)cc2)C(=O)C1CC(=O)Nc1ccc(OC)cc1 (configuration not stated) | 10.4
Cc1ccc(C(=O)Nc2ccc(-c3nc4ccccc4s3)cc2C)cc1C | 8.7
CC(=O)c1c(C)nc2sc3c(-n4nc(C)cc4C)nc(C)nc3c2c1-c1ccc(Cl)cc1 | -9.9
Cc1ccc(N2CC(c3nc(-c4ccc(Cl)cc4)no3)CC2=O)cc1F (configuration not stated) | -5.0
Nc1cc(-c2ccccc2)c2ccccc2n1 | -0.8
O=C(CCCOc1ccc(Cl)cc1Cl)NCC(=O)N/N=C/C=C/c1ccccc1 | -0.3
O=C(CSc1nc(-c2ccc(F)cc2)cc(C(F)(F)F)n1)NCc1cccs1 | -2.0
Cc1cc(OCC(O)CN2CCN(c3cc(Cl)ccc3C)CC2)ccc1C(C)C (configuration not stated) | -1.9
CC(=O)CSc1nnc(CN2c3ccccc3Sc3ccccc32)n1-c1ccccc1 | 6.3
CCNc1nc(SCC(=O)Nc2ccc(Cl)c(Cl)c2)nc(N2CCOCC2)n1 | -4.5
Cc1ccc(C)c(N(CC(=O)Nc2ccc(S(=O)(=O)N3CCCCC3)cc2)S(C)(=O)=O)c1 | 6.8
CC(C)CCNC(=O)c1ccc2c(c1)NC(=O)C(C(C)C)N2 (configuration not stated) | 1.6
Cn1c(=O)n(C)c2ccc3ccc4ccc1c2c43 | 0.8
CN(c1cccc(NC(=O)CN(c2cc(Cl)ccc2Cl)S(C)(=O)=O)c1)S(C)(=O)=O | 1.3
Cc1ccc(-n2nc3c(=O)n(C(C)C(=O)NCc4ccc(OC(C)C)cc4)nc(C)c3c2C)cc1 (configuration not stated) | -0.5
COc1ccc(NS(=O)(=O)c2cc(S(C)(=O)=O)ccc2C)cc1 | -4.1
Cn1c(COc2cccc3cccnc23)nnc1SCC(N)=O | 3.4
c1ccc(OCCSc2nnnn2-c2ccccc2)cc1 | -10.7
Cc1noc(C)c1S(=O)(=O)N1CCCC(C(=O)c2ccc(C(F)(F)F)cc2)C1 (configuration not stated) | -17.2
CCOc1ccc(NC2=NC(C(=O)Nc3ccccc3)CC(=O)N2)cc1 (configuration not stated) | 5.5
Cc1ccc(N2CCN(S(=O)(=O)c3ccc(I)cc3)CC2)c(C)c1 | -6.7
CC1=NN(C(=O)c2cccc(Cn3nc(C)c([N+](=O)[O-])c3C)c2)C(O)(C(F)(F)F)C1 (configuration not stated) | -1.9
CCOc1ccc(NC(=O)CCc2ccc(S(=O)(=O)NCC(C)C)cc2)cc1 | -2.3
CCOC(=O)C1=C(c2ccccc2)N=c2s/c(=C/c3ccc(O)c(OC)c3)c(=O)n2C1c1ccccc1OC (configuration not stated) | 2.4
Cc1onc(-c2ccc(F)cc2F)c1C(=O)Nc1cccc(C(F)(F)F)c1 | 3.4
CSc1nnc(NC(=O)c2cc(=O)c3cc(C)c(C)cc3o2)s1 | -0.9
CCOC(=O)c1sc(C)c2c1NC(c1ccc(N(C)C)cc1)NC2=O (configuration not stated) | 11.8
COc1ccc(CNC(=O)c2ccc(N3CCCC3)c(NC(=O)NCc3ccc(C)cc3)c2)cc1 | 0.3
CCN(C(=O)c1cn(CC)c(=O)c2cc(OC)c(OC)cc12)c1ccccc1F | -2.5
COc1ccccc1-c1cc(C(=O)Nc2ccc(S(=O)(=O)Nc3cc(C)on3)cc2)c2ccccc2n1 | -10.0
CC(C)C(=O)N1CCN(c2c(N)cccc2Cl)CC1 | 7.0
Cc1ccc(-n2nc(C)c(/C=C3\N=C(c4ccccc4)OC3=O)c2C)cc1C | 5.4
CCOC(=O)c1cc(-c2ccccc2)sc1NC(=O)c1ccc2c(c1)OCO2 | 0.1
CCOc1ccccc1NC(=O)c1c(NC(=O)Cc2ccc(OC)cc2)sc2c1CCC2 | 14.6
Cc1nc2ccccc2n(CC(=O)c2ccc(Br)cc2)c1=O | -6.7
CC12C=CC(O1)C1C(=O)N(c3ccccc3[N+](=O)[O-])C(=O)C12 (configuration not stated) | -0.7
N#CC1=C(S)N(c2ccccc2)C(c2ccc(-c3cccc(C(F)(F)F)c3)o2)NC1=O (configuration not stated) | 12.9
O=C(CN1C(=O)c2ccccc2C1=O)NCc1cccc(CNC(=O)CN2C(=O)c3ccccc3C2=O)c1 | 2.7

A different layout for part of the listing above:
CC12C=CC(O1)C1C(=O)N(c3ccccc3[N+](=O)[O-])C(=O)C12 (configuration not stated)
  ROC1-CUL1 inh: -0.7

O=C(CN1C(=O)c2ccccc2C1=O)NCc1cccc(CNC(=O)CN2C(=O)c3ccccc3C2=O)c1
  ROC1-CUL1 inh: 2.7

COc1ccccc1-c1cc(C(=O)Nc2ccc(S(=O)(=O)Nc3cc(C)on3)cc2)c2ccccc2n1
  ROC1-CUL1 inh: -10.0

CCN(C(=O)c1cn(CC)c(=O)c2cc(OC)c(OC)cc12)c1ccccc1F
  ROC1-CUL1 inh: -2.5

More entries follow:
SMILES | ROC1-CUL1 inh
CSC(=NNC(=O)Cc1ccccc1)SC | 5.4
COCCCNC(=O)CCCn1c(=O)c2cccn2c2ccccc21 | 0.1
CCOC(=O)c1nnn(CC(=O)N2N=C3/C(=C/c4ccc(F)cc4)CCCC3C2c2ccc(F)cc2)c1C(=O)OCC (configuration not stated) | -9.4
Cc1ccc2c(=O)cc(C(=O)Nc3sc4c(c3C(=O)NCc3ccco3)CCC4)oc2c1C | 3.5
O=C(Nc1nc2ccc(F)cc2s1)c1nc(S(=O)(=O)Cc2ccccc2)ncc1Cl | 4.3
COc1cc(-c2noc(-c3cc4cccc(C)c4oc3=O)n2)cc(OC)c1OC | -9.0
NS(=O)(=O)c1ccc(NC(=S)NNC(=O)c2cccs2)cc1 | -2.3
CCC1CN(Cc2ccc(OC)cc2O)Cc2cc(OC)ccc2O1 (configuration not stated) | -6.7
CCCCc1ccc(-c2csc(/C(C#N)=C/c3ccccc3I)n2)cc1 | 1.7
COc1ccc(C(=O)OCC(=O)c2ccc(-c3ccccc3)cc2)cc1 | 3.3
Cc1ccc2c(c1)SC(CC(=O)c1ccc(F)cc1)S2 (configuration not stated) | -4.3
CCn1c(=O)c2sccc2n2c(CCC(=O)NCc3ccc(Cl)cc3)nnc12 | -9.4
CC(=O)Nc1ccc(S(=O)(=O)n2nc(-c3ccc(Cl)cc3)nc2SCc2ccccc2)cc1 | -8.2
Clc1ccc(CNc2nc3nonc3nc2N2CCOCC2)s1 | 0.1
CCCCC(=O)Nc1ccc(OCc2cc(=O)n3ccc(C)cc3n2)cc1 | 0.4
Nc1ncnc2c1[nH]c(=S)n2Cc1ccccc1 | -5.4
Cc1cccc(CN(CCN2CCCCC2)CC2CCCN(C3CCCC3)C2)n1 (configuration not stated) | -9.8
CCNC(=O)N1CCCC(CCc2ccc(OC)cc2)C1 (configuration not stated) | 2.2
CSc1nc(O)c(C=C2C=Nc3ccccc32)[nH]1 | -1.1
CC1=C(C(=O)OC2CCCC2)C(c2ccccc2F)CC(=O)N1 (configuration not stated) | 2.7
Cc1cc(C)cc(N2CCn3c2nc2c3c(=O)n(CCCc3ccccc3)c(=O)n2C)c1 | -3.8
O=C(Nc1cccc(Cl)c1)C1CCCC1 | 4.1
COc1ccccc1/C=C1\SC(=S)N(CCC(=O)NNC(=O)c2ccccc2O)C1=O | -2.1
O=C(NCCc1ccc(Cl)cc1)c1cnc2sc(N3CCOCC3)nn2c1=O | -2.7
CCOc1cc(CNc2ccc(Oc3ccccc3)cc2)cc(I)c1OCc1ccccc1F | -6.5
Cn1cccc1CN1CCC(Cn2cc(CNC(N)=O)nn2)CC1 | 1.5
COc1cc(N)c2nc(OCc3ccc(Br)cc3)ccc2c1 | 7.5
O=C1C2C3C=CC(C3)C2C(=O)N1/N=C/c1ccc(O)cc1 (configuration not stated) | 6.3
COc1cc(C(=O)Nc2ccc(C(=O)c3cccs3)cc2)cc(OC)c1OC | -3.4
COc1ccc(-c2c(C)nn(C)c2N)cc1OC | 5.1
Cc1ccc(C(=O)NN2C(=O)c3ccc(S(=O)(=O)c4ccc(C(=O)O)cc4)cc3C2=O)cc1 | 2.6
C=C(C)COc1ccc(-c2nc(-c3ccccn3)no2)cc1 | -8.6
CCN1CCN(C(=O)c2ccc(N3CCC(NCc4ccc(C(=O)OC)cc4)CC3)cc2)CC1 | 2.7
Cc1cc(C)nc(SCc2nc(=S)[nH][nH]2)n1 | 4.5
CC(C)Cn1c(=O)c2sccc2n2c(CCCC(=O)Nc3ccc(Cl)cc3)nnc12 | -9.5
COC(=O)c1ccc(COc2cccc(C(F)(F)F)c2)o1 | -3.7
CN(C(=O)COc1ccc(Cl)cc1Cl)C1(C(=O)NC2CCCC2)CCCCC1 | -3.1
COc1ccc(CNC(=O)c2cccc(N3CCCS3(=O)=O)c2)cc1 | 4.5
COc1ccc(C(=O)CC(SCCO)c2cc(OC)c(OC)c(OC)c2)cc1 (configuration not stated) | 12.4
Cc1ncc2c(c1-c1noc(-c3ccc4ncsc4c3)n1)CCNC2 | 9.5
COc1ccc(S(=O)(=O)N(CCc2ccccc2)CC(=O)Nc2cc(C)ccc2C)cc1 | 0.1
CN1CCc2nc(SCC(=O)c3ccc(F)cc3)c(C#N)c(-c3cccs3)c2C1 | 3.0
Cc1nc2ccc(S(=O)(=O)NCc3ccccc3)cc2s1 | 5.1
N#Cc1cc2sc3nc4ccccc4n3c2cc1C#N | -4.9
COc1ccc(CCNC(=O)CSc2n[nH]c(-c3ccccc3Cl)n2)cc1OC | -13.6

Four records drawn at random from the list so far:
SMILES | ROC1-CUL1 inh
COCC(=O)N1CCC(Oc2ccccc2C(=O)N2CCN(c3ccccn3)CC2)CC1 | 1.6
O=C(CSc1nc(-c2ccc(F)cc2)cc(C(F)(F)F)n1)NCc1cccs1 | -2.0
O=C(CCCOc1ccc(Cl)cc1Cl)NCC(=O)N/N=C/C=C/c1ccccc1 | -0.3
Cn1c(=O)n(C)c2ccc3ccc4ccc1c2c43 | 0.8

Ordered by molecular weight (falling): part of the list above.
SMILES | ROC1-CUL1 inh
Cc1ccc(C(=O)NN2C(=O)c3ccc(S(=O)(=O)c4ccc(C(=O)O)cc4)cc3C2=O)cc1 | 2.6
CN1CCc2nc(SCC(=O)c3ccc(F)cc3)c(C#N)c(-c3cccs3)c2C1 | 3.0
C=C(C)COc1ccc(-c2nc(-c3ccccn3)no2)cc1 | -8.6

The list goes on:
SMILES | ROC1-CUL1 inh
O=C(Nc1ccc(Cl)cc1C(=O)N1CCCC1)c1ccco1 | 9.7
Cc1ccnc(SC2CC(=O)N(c3ccccc3)C2=O)n1 (configuration not stated) | 6.5
c1ccc(CNc2ncnc3c2sc2ncsc23)cc1 | 1.7
COc1ccc(Cn2ccc3nc(C)c(C(=O)Nc4ccc(OC)cc4)cc3c2=O)cc1 | -4.2
Cc1nc(SCC(=O)N2CCC(C)CC2)c2c3c(sc2n1)CCCC3 | 1.2
COc1ccc(-c2cn3c(n2)sc2cc(C(=O)NCC(C)c4ccccc4)ccc23)cc1 (configuration not stated) | 6.8
Cc1ccc(OCc2cc(C(=O)N(C)Cc3nccn3C)no2)cc1C | -1.0
Cc1ccccc1-c1noc(-c2ccc(N(C)C(C)c3ccon3)nc2)n1 (configuration not stated) | 1.6
Cc1cc(Br)ccc1OCC(=O)NNC(=O)c1ccccc1[N+](=O)[O-] | -3.6
CSc1cccc(NC(=O)Cn2c3ncccc3c(=O)n2-c2ccc(C)cc2)c1 | -8.3
O=S(=O)(Nc1cccc(-c2cn3ccsc3n2)c1)c1ccc(F)cc1 | 9.0
COc1ccc(-c2noc(N3CCC(C(=O)Nc4ccc(F)cc4Cl)CC3)n2)cc1 | 0.8
COCCNC(=O)Cn1c(=O)n(CCCCCC(=O)Nc2ccccc2)c(=O)c2sccc21 | -10.5
COc1cc(NC(=S)NC(=O)c2ccc3c(c2)OCCO3)ccc1NC(=O)c1ccco1 | 0.5
CC(=O)c1ccc(NC(=O)CSc2nnc3ccc(-c4ccc(F)cc4)nn23)cc1 | 5.6
O=C(Nn1c(-c2ccccc2)nc2ccccc2c1=O)c1cccs1 | 0.7
O=C(Nc1noc2ccccc12)c1c(F)cccc1F | -0.9
